AmpC inh detg – blocks E. coli AmpC beta-lactamase in detergent assay; AmpC hydrolysis of nitrocefin, absorbance 480 nm, 0.01% Triton; Potency, µM (top dose mostly 114 µM), without a hit: top-dose activity change, negative = inhibition, hits mostly inhibitors; 370,000 tested, 0.041% active; AID 485294;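 also: potency is read from the fitted curve at half-maximal effect; 0% = no-compound wells and -100% = no-enzyme wells; nearly all actives have a fitted effect of over 25% in size; some results filed as inactive show a strong effect at the top dose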
Target sequence (P00811 whole entry, looked up): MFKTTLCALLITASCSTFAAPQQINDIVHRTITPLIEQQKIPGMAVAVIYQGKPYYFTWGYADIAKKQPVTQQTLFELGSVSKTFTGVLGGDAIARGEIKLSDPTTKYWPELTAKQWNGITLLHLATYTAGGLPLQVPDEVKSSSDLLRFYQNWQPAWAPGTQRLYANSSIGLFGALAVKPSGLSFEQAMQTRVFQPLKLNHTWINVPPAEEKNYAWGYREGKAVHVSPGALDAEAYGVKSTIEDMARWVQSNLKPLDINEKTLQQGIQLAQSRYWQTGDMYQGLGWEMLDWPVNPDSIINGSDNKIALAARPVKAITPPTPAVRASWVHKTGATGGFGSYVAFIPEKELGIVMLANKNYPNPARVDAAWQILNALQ
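AmpC (5.3 nM in the dispensed reagent) in 20 mM phosphate pH 7.0 with 0.01% (detergent screen) or 0.0001% Triton X-100 was preincubated with compounds for 15 min at room temperature. Nitrocefin was then added from an 800 uM solution, and hydrolysis was followed at 480 nm.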
AMA1-RON2 inh – AMA1-RON2 (P. falciparum) interaction inhibition; Potency, µM (highest dose often 58.2 µM), for the others: at the top dose activity change, negative = inhibition, hits mostly inhibitors; AID 720542; AlphaScreen AMA1-biotinylated RON2 peptide binding; 360,000 tested, 0.2% active;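 also: potency is read from the fitted curve at half-maximal effect; 0% = vehicle wells and -100% = peptide control; nearly all actives have a fitted effect of over 45% in size; some results filed as inactive show a strong effect at the top dose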
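AMA1 (3D7) with his tag at 25 nM final met compounds first, then biotinylated RON2 peptide at 25 nM; detection used donor plus acceptor beads, 10 µg/mL apiece, read by AlphaScreen after 30 min at room temperature.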
HCMV inh – human cytomegalovirus inhibition | HFF cells, HCMV-luciferase reporter, 72 h; active compounds read low | 410,000 tested, 4.5% active | AID 1259415 | activity change, negative = inhibition, % at 57.5 µM; in the data active = activity change below about -60%; inconclusive = no clear call, values can overlap the other calls; inactive = above about -39%
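Two-dose cell screen: HFF monolayers treated with compounds and infected with luciferase-expressing HCMV at 1 PFU/cell, 72 h at 37C, then lysed for luciferase measurement.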
Giardia FBPA inh – Giardia lamblia aldolase inhibition | A8B2U2 | purified Giardia FBPA | 290,000 tested, 0.71% active | Potency, µM (top dose mostly 59.6 µM), inactives show at the top dose activity, negative = inhibition, most hits filed as inhibitors; also: potency is read from the fitted curve at half-maximal effect; nearly all actives have a fitted effect of over 55% in size
Target sequence (A8B2U2 whole entry, looked up): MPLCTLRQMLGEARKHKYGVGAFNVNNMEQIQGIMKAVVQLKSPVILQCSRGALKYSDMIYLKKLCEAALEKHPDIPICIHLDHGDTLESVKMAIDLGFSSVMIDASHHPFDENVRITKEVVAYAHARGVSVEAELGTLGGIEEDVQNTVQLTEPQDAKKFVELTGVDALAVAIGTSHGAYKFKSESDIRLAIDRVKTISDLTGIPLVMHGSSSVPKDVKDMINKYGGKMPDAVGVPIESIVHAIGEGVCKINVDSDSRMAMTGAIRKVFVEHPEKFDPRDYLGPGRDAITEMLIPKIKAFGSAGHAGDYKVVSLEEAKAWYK
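Giardia FBPA (40 nM reagent) was preincubated 10 min at RT with compound (up to 57.5 uM final), then substrate plus GAPDH/TPI/NAD/arsenate coupling system with diaphorase/resazurin was added; resorufin fluorescence (525/598 nm) was read after 20 min.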
HCV inh – blocks hepatitis C virus; Huh7.5.1 HCVcc-Cre infection, luciferase reporter, 44 h; Potency, µM (doses to about 41.8 µM), without a hit: at the highest dose activity change, negative = inhibition, actives largely listed as inhibitors; 340,000 tested, 3.4% active; AID 651820; also: potency is read from the fitted curve at half-maximal effect
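HCVcc-Cre virus at an moi near 0.5 was added right after compound to cells cultured 4 h from seeding (1,000 cells/well). Luciferase activity was determined 44 h later, 15 min after substrate addition at RT.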
Sm TGR block – blocks Schistosoma mansoni thioredoxin glutathione reductase; 360,000 tested, 3% active; AID 485364; Potency, µM (highest dose often 114 µM), for inactives: at the highest dose activity change, negative = inhibition, actives largely listed as inhibitors; Q962Y6; purified TGR, DTNB reduction, TNB absorbance 405 nm; also: potency is read from the fitted curve at half-maximal effect; nearly all actives have a fitted effect of over 60% in size
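First, TGR (20 nM dispensed) and NADPH were mixed with compound. Second, a 15 min room-temperature incubation followed. Third, further NADPH and then DTNB were added to start the reaction. Finally, TNB absorbance was monitored kinetically.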
An asterisk follows results filed as active; u = inconclusive; x = no result given; [ ] = remark or other dose. Unless noted, calls follow the shape of the dose curve; as a rule, active = well fitted curve in the direction sought with a large enough effect; inconclusive = small, poorly fitted or top-dose-only effect, or another doubt; inactive = no such curve, though single readings can be large; an effect the other way counts as inactive or inconclusive. Unless noted, % is scaled to controls: 0 for no effect and ±100 for the full control effect.

SMILES	AmpC inh detg	AMA1-RON2 inh	HCMV inh	Giardia FBPA inh	HCV inh	Sm TGR block
COc1ccc(/C=C2\SC(=S)N(CC3CCCO3)C2=O)cc1 (configuration not stated)	-7%	u	-24	-5%	1%	4%
Cc1cccc(OCc2nc(C#N)c(NCCN(C)C)o2)c1	2%	44%[activator]	8	1%	-11%	-35%
Cc1ccc(S(=O)(=O)N2CCN(C(=O)c3ccco3)CC2)c(C)c1	-8%	9%	u	8%	3%	-5%
Cc1ccc(-c2c(C)n3c4c(=O)n(C)c(=O)n(C)c4nc3n2CCCO)cc1	2%	x	-73*	x	x	-3%
O=C(N/N=C/c1c(O)n(Cc2ccc(F)cc2)c(=O)[nH]c1=O)c1ccccc1	8%	47%[activator]	-3	3%	19%	-30%
CCN(CC)S(=O)(=O)c1ccc(N2CCOCC2)c(NC(=O)c2cc(Cl)c3c(c2)OCO3)c1	x	8%	-9	x	u	x
COC(=O)CSc1nnc(-c2ccc(S(=O)(=O)N3CCCCC3)cc2)o1	-7%	18%	26	7%	16%	17%
O=C(N/N=C/c1ccncc1)c1nn(Cc2ccccc2)c(=O)c2ccccc12	-4%	2%	-23	1%	-8%	-9%
COCc1nnc(NC(=O)CC(c2ccccc2)c2ccccc2)s1	5%	12%	7	0%	8%	1%
COc1ccccc1-c1coc2cc(OCC(=O)OCc3ccccc3)ccc2c1=O	-8%	6%[2.32 µM]	14	-7%	2%	-11%
CCCOC(=O)C1=C(C)NC2=C(C(=O)CCC2)C1c1cc(OC)ccc1OC (configuration not stated)	u	0%	-25	-6%	-6%	-19%
Cc1ccc(-c2nc(N)n(S(C)(=O)=O)n2)cc1	2%	1%	3	3%	17%	6%
CC1CN(S(=O)(=O)c2cccc(C(=O)NCCCn3ccnc3)c2)CC(C)O1 (configuration not stated)	-1%	-7%	38	12%	15%	0%
Cc1cccc(NC(=O)[C@@H](NC(=O)[C@@H]2Cc3ccccc3CN2)C(C)C)c1	10%	24%	x	-26%	-8%	3%
COc1cccc(-c2nc(CS(=O)CC(=O)NC(C)CCc3ccccc3)c(C)o2)c1 (configuration not stated)	4%	5%	-12	x	u	10µM*
COC(=O)CSc1nc(-c2cccs2)ccc1C#N	u	12%	114	-12%	-3%	-22%
O=C(Nc1ccc2c(c1)OCO2)c1cc(-c2ccc(O)cc2)on1	-4%	10%	75	6%	u	-18%
O=C1C2C3C=CC([C@@H]2C(=O)N1Cc1cccnc1)C31CC1 (some centres not stated)	-8%	-1%	49	2%	15%	-21%
Cc1cccc(NC(=O)NCc2ccc3c(c2)OCO3)c1	5%	x	56	2%	x	2%
CCC1CCCCN1C(=O)c1ccc(OC2CCN(C(=O)CCOC)CC2)cc1 (configuration not stated)	7%	-3%	0	x	21%	u
Nc1cc(C2CCCC2)nn1-c1ccccc1	0%	-5%	-37	-6%	-8%	0%
Cc1ccc(C2C(C(=O)c3sc(C)nc3C)=C(O)C(=O)N2CCN(C)C)o1 (configuration not stated)	-3%	8%	30	-15%	8%	45µM*
CC(=O)Nc1ccc(NC(=O)c2cc(C)nn2-c2ccccc2)cc1	-3%	-2%	-14	-1%	10%	-7%
O=C1NC(=O)N(c2ccccc2)C(=O)/C1=C/c1ccoc1	-3%	-11%	11	-9%	3%	-10%
CSCC[C@H](NC(=O)Nc1ccc(Oc2ccccc2)cc1)C(=O)O	-2%	-11%	-5	14%	-1%	4%
CC(=O)NS(=O)(=O)c1ccc(NC(=O)CCC2CCCC2)cc1	-14%	11%	-13	10%	3%	-3%
COCCNC(=O)c1ccccc1NC(=O)c1ccc(Cl)c(S(=O)(=O)Nc2ccc(C)cc2C)c1	-3%	4%	-20	15%	u	-11%
O=C(Cn1nnc(-c2ccc(Cl)cc2)n1)NCc1ccc(F)cc1	1%	x	8	x	x	-4%
N#CC1=C(N)Oc2cc(N)ccc2C1C1CCCCC1 (configuration not stated)	-11%	-18%	-9	-3%	-29%	7%
COc1ccc(N2Cc3cccc(C(=O)N4CCOCC4)c3C2=O)cc1	u	-13%	2	-2%	-17%	-8%
COC(=O)C(=C/C=C/N1CCOCC1)C(=O)OC	-2%	x	x	2%	x	-32%
CCN(CC)CCNC(=O)C1c2cc(OC)c(OC)cc2C(=O)N(C)C1c1cccs1 (configuration not stated)	-9%	9%	u	5%	-12%	-11%
CCCN1C(=O)C(NC(=O)c2ccccc2OC)(C(F)(F)F)C(C(=O)OC)=C1C (configuration not stated)	1%	x	-3	x	x	9%
CC1(c2ccc(OC(F)F)cc2)NC(=O)N(CC(=O)Nc2ccc3[nH]c(=O)[nH]c3c2)C1=O (configuration not stated)	u	5%	x	x	12%	1%
COc1ccc(CCNC(=O)Cn2cc(C(=O)c3ccc(Cl)cc3)c(=O)c3ccc(C)nc32)cc1OC	23%	x	27	x	x	8%
CCOC(=O)N1CCN(C(=O)CSc2nc3c(cnn3-c3ccc(Cl)cc3)c(=O)[nH]2)CC1	u	-3%	-4	-5%	3%	-9%
CCOc1ccc(-n2c(CCC(=O)O)ccc2-c2ccc(Br)cc2)cc1	9%	x	1	x	x	u
Cc1c(C(=O)O)sc(S(=O)(=O)N2CCN(C(=O)CC(C)c3ccccc3)CC2)c1C(=O)O (configuration not stated)	x	7%[11.6 µM]	-1	x	9%	x
CC(C)[C@H](NC(=O)[C@H](CC(=O)O)NC(=O)[C@H](CCCCN)NC(=O)[C@@H](N)CCCN=C(N)N)C(=O)N[C@@H](Cc1ccc(O)cc1)C(=O)O	-4%	x	x	5%	6%[8.37 µM]	-10%
O=C(Cn1ccc2ccccc2c1=O)NCCC(=O)Nc1cccc(Cl)c1	1%	17%	x	9%	13%	1%
O=C1C2CCCCC2C(=O)N1c1ccc(NC2CCCCC2)c([N+](=O)[O-])c1 (configuration not stated)	-12%	u	8	0%	11%	8%
CCN(CC(=O)Nc1cc(Cl)ccc1C)C(=O)CCc1nc2ccccc2c(=O)[nH]1	-21%	0%	2	x	-2%	-13%
Cc1ccc(CN2C(=O)CN(C3CCC(C)CC3)C(=O)C2c2ccc(F)cc2)cc1 (configuration not stated)	-6%	x	u	x	x	7%
CCCCn1c(=N)n(CC(O)COc2ccc(C)cc2)c2ccccc21 (configuration not stated)	u	12%	-34	-13%	11µM*	8%
Fc1ccccc1/C=N/Nc1ncnc2ccccc12	u	37%[activator]	-9	-12%	10%	-1%
Cc1ccc(NC(c2cccc(Cl)c2)c2nnc(-c3ccccc3)o2)cc1F (configuration not stated)	17%	x	11	x	x	-9%
CCOC(=O)c1cc2[nH]c3ccccc3c2[n+](-c2ccc([N+](=O)[O-])cc2)c1C	u	8%	-13	-5%	-9%	8%
COc1ccc(CN2CCn3ncc(C(=O)Nc4ccccc4)c3C2=O)cc1	11%	-7%	6	6%	3%	12%
CCN(CCCNC(=O)c1cc2c(=O)[nH]c3ccc(C)cc3c2s1)c1ccc(C)cc1	11%	x	-18	x	x	5%
Cn1c(=S)[nH]c2c(c1=O)C(C)(C)Cc1ccccc1-2	-1%	80%[activator]	-12	u	-2%	-1%
Carrying on:
SMILES	AmpC inh detg	AMA1-RON2 inh	HCMV inh	Giardia FBPA inh	HCV inh	Sm TGR block
O=C(/C=C/c1ccc(S(=O)(=O)N2CCOCC2)cc1)NC(=S)NCCCn1ccnc1	-11%	16%	-82*	6%	22µM*	-14%
O=c1c(F)cn(C2CCCO2)c(=O)n1Cc1ccccc1Cl (configuration not stated)	-12%	10%	29	2%	15%	3%
COc1ccc(NC(=O)Cn2c(=O)n(Cc3ccccc3Cl)c(=O)c3cc(OC)c(OC)cc32)cc1OC	23%	x	18	x	x	0%
CSCCCN1CCC(n2nccc2NC(=O)CCCc2ccccc2)CC1	2%	-11%	5	x	u	2%
COc1ccc(OC)c(NC(=O)CSc2ccc3nnc(-c4ccccn4)n3n2)c1	-5%	29%	-22	4%	2%	-1%
O=C(NCCN1C(=O)S/C(=C\c2ccc(F)cc2)C1=O)c1cccc(S(=O)(=O)N2CCOCC2)c1	u	-3%	8	-12%	10µM*	-14%
c1ccc2c(CSc3nnc(-c4ccncc4)o3)cccc2c1	5%	1%	-4	0%	u	-19%
CCCCCOC(=O)C(C)c1c(C)[nH]c(=S)[nH]c1=O (configuration not stated)	-19%	15%	-16	-3%	-9%	-2%
Cc1ccc(N2CCNCC2C)cc1 (configuration not stated)	x	-10%	11	x	13%	x
O=C(O)C1CCCN1S(=O)(=O)c1ccc2ccccc2c1 (configuration not stated)	u	-1%	16	1%	17%	4%

7 entries already listed, arranged by number of heavy atoms, low to high:
SMILES	AmpC inh detg	AMA1-RON2 inh	HCMV inh	Giardia FBPA inh	HCV inh	Sm TGR block
CCCCCOC(=O)C(C)c1c(C)[nH]c(=S)[nH]c1=O (configuration not stated)	-19%	15%	-16	-3%	-9%	-2%
O=C(O)C1CCCN1S(=O)(=O)c1ccc2ccccc2c1 (configuration not stated)	u	-1%	16	1%	17%	4%
c1ccc2c(CSc3nnc(-c4ccncc4)o3)cccc2c1	5%	1%	-4	0%	u	-19%
CSCCCN1CCC(n2nccc2NC(=O)CCCc2ccccc2)CC1	2%	-11%	5	x	u	2%
O=C(/C=C/c1ccc(S(=O)(=O)N2CCOCC2)cc1)NC(=S)NCCCn1ccnc1	-11%	16%	-82*	6%	22µM*	-14%
O=C(NCCN1C(=O)S/C(=C\c2ccc(F)cc2)C1=O)c1cccc(S(=O)(=O)N2CCOCC2)c1	u	-3%	8	-12%	10µM*	-14%
COc1ccc(NC(=O)Cn2c(=O)n(Cc3ccccc3Cl)c(=O)c3cc(OC)c(OC)cc32)cc1OC	23%	x	18	x	x	0%

Next results:
SMILES	AmpC inh detg	AMA1-RON2 inh	HCMV inh	Giardia FBPA inh	HCV inh	Sm TGR block
CCCCNC(=S)NNC(=O)c1csc2c1CCC(C)C2 (configuration not stated)	-11%	63%[activator]	-3	14%	-2%	1%
Cc1ccc2nc(Cl)c3cc(C(=O)NC4CCC(C)CC4)sc3c2c1 (configuration not stated)	-9%	x	-20	x	x	-9%
CCOc1ccc(NC(=O)NCCN2CCN(c3cc(Cl)ccc3C)CC2)cc1	18%	x	-24	x	x	-1%
CN(Cc1ccccc1)C(=O)c1cccc(NC(=O)Cc2ccc(NC(=O)C3CCCN(C(=O)C4CC4)C3)cc2)c1 (configuration not stated)	x	-5%	-5	x	u	x
CC(C)(C)c1ccc(O)c(O)c1	-3%	-3%	-20	x	u	u
CCCOc1ccc(-c2c(C(=O)N/N=C/c3ccsc3)nnn2-c2nonc2N)cc1	-2%	-12%	-27	x	1%	-3%
NC(=O)CCS(=O)(=O)CCN1CCCCC1	1%	7%	12	1%	-2%	-1%
Cn1c(=O)c2c(nc(-n3ccnc3)n2Cc2ccc([N+](=O)[O-])cc2)n(C)c1=O	-4%	-8%	-4	1%	-5%	-10%
COc1ccc(-c2noc(CSc3ccc(C)cc3)n2)cc1	2%	49%[activator]	22	1%	-2%	3%
c1ccc(OCCOCCSc2ncccn2)cc1	3%	3%	47	1%	23%	4%
Cc1cc(Nc2cc(C)on2)n2ncnc2n1	u	18%	30	u	-3%	-9%
Cc1cccc(C)c1OCC(=O)Nc1ccc(S(=O)(=O)Nc2ccccn2)cc1	u	-2%	-12	3%	-10%	-10%
Cc1cccc(C)c1OCCN1C(=O)NC(C)(c2ccccc2)C1=O (configuration not stated)	-2%	-17%	2	-5%	-14%	0%

Screening data (PubChem)
